# GPR55 activation: GPR55 agonists via beta-arrestin recruitment, primary screen, imaging, U2OS cells, beta-arrestin-GFP redistribution (AID 1961). 0.048% of 290,000 active. one-dose activation, % at 10 µM; EC50 in µM for titrated hits. G-protein coupled receptor 55 (Homo sapiens). U2OS GPR55 beta-arrestin-GFP redistribution imaging; higher % means a stronger effect;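 active = activation above 40% with more than 50 cells counted in the well; inconclusive = wells holding fewer than 50 cells, flagged as toxic or sparse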;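 also: U2OS osteosarcoma cells stably expressing GPR55 and beta-arrestin-GFP; plate controls were DMSO negative control for no effect and LPI positive control for full effect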
# SIAH1 antagonists: Siah-1 peptide-binding antagonists, primary screen, biochemical, fluorescence polarization, rhodamine-plectin, uHTS (AID 1817). Siah-1 / rhodamine-plectin peptide fluorescence polarization; higher % means a stronger effect. displacement, % at 20 µM, or IC50 in µM where a hit was titrated. E3 ubiquitin-protein ligase SIAH1 (Homo sapiens). 0.02% of 290,000 active;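 active = displacement of at least 50% at 20 µM, with a fluorescence ratio check between 0.3 and a set limit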;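 also: plate controls were Siah plus tracer with DMSO for no effect and tracer alone without Siah for full effect; strong numbers were not always called active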
# KOR beta-arrestin-1: KOR agonists, beta-arrestin recruitment, primary screen, cell-based, luminescence, uHTS (AID 1777); Kappa-type opioid receptor (Homo sapiens); KOR beta-arrestin recruitment, luminescence; higher % means a stronger effect; activation, % at 10 µM, or EC50 in µM where a hit was titrated; 0.02% of 280,000 active; in the data active = activation above about 50%, passing the limit was not always enough; also: a part of the inactive calls stands beside numbers as strong as those of hits
# AID2073: inhibitors of Mint1-CaV2.2 protein interaction, biochemical, HTRF (AID 2073) | 0.19% of 290,000 active | inhibition, % at 20 µM, or IC50 in µM where a hit was titrated | Voltage-dependent N-type calcium channel subunit alpha-1B (Homo sapiens) | HTRF protein-protein interaction, Mint1-CaV2.2; higher % means a stronger effect; in the data active = inhibition mostly above about 51%, no sharp cut-off; inconclusive = no clear call, values can overlap the other calls; inactive = mostly below about 53%; also: some results filed as inactive read as strong as hits
# NOD1 inhibition: NOD1 signaling inhibitors, primary screen, cell-based, luminescence, uHTS (AID 1578); NOD1-driven NF-kB luciferase reporter cells, luminescence; higher % means a stronger effect; inhibition, % at 4 µM, or EC50 in µM where a hit was titrated; 1% of 290,000 active; in the data active = inhibition mostly above about 36%, no sharp cut-off; inactive = mostly below about 34%;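 also: HEK-293T reporter cells stimulated with the NOD1 agonist gamma-tri-DAP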
# KOR beta-arrestin-2: KOR antagonists, beta-arrestin recruitment, cell-based, luminescence, uHTS (AID 1778); Kappa-type opioid receptor (Homo sapiens); KOR beta-arrestin recruitment, luminescence, antagonist mode; higher % means a stronger effect; inhibition, % at 10 µM, or IC50 in µM where a hit was titrated; 0.091% of 290,000 active; in the data active = inhibition above about 50%; also: strong numbers were not always called active
# HIV peptide binding: inhibitors of HIV fusion peptide binding, primary screen, biochemical, uHTS, fluorescence dequenching (AID 1986) | cell-free peptide binding, fluorescence dequenching, 30 min; higher % means a stronger effect | one-dose inhibition, % at 20 µM; IC50 in µM for titrated hits | 0.3% of 290,000 active; in the data active = inhibition mostly above about 52%, no sharp cut-off; inactive = mostly below about 76%; also: some results filed as inactive read as strong as hits
# GPR55 antagonists: GPR55 antagonists blocking LPI-driven arrestin recruitment, primary screen, imaging, U2OS, beta-arrestin-GFP, LPI agonist (AID 2013) | G-protein coupled receptor 55 (Homo sapiens) | U2OS GPR55 beta-arrestin-GFP translocation imaging, LPI antagonism; higher % means a stronger effect | inhibition, % at 10 µM; hits with a dose series show IC50 in µM | 0.13% of 290,000 active;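 active = spots per cell inhibited over 60%, with over 100 cells counted and total cytoplasm intensity under 500,000; inconclusive = wells with under 100 cells, flagged as likely toxic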;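 also: U2OS cells stably carrying GPR55 and arrestin-GFP stimulated by 5 µM LPI near EC80; imaged beta-arrestin-GFP aggregate spots per cell after agonist stimulation; plate controls were LPI-stimulated DMSO wells for no effect and DMSO wells without LPI for full effect; some results filed as inactive read as strong as hits; confirmed hits need IC50 under 10 µM and bright autofluorescent wells are also inconclusive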
# GPR35 antagonists: GPR35 antagonists blocking zaprinast-driven arrestin recruitment, primary screen, imaging, U2OS, beta-arrestin-GFP, zaprinast agonist (AID 2058); G-protein coupled receptor 35 (Homo sapiens); U2OS GPR35 beta-arrestin-GFP translocation imaging, zaprinast antagonism; higher % means a stronger effect; one-dose inhibition, % at 10 µM; IC50 in µM for titrated hits; 0.052% of 290,000 active;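 active = inhibition of at least 50% with at least 30 cells and total cytoplasm GFP at most 10,000,000; inconclusive = under 30 cells or total GFP of 10,000,000 plus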
# Active calls of the source: *; ? = inconclusive; / = not tested or not shown; [ ] = remark or other dose.
compound | KOR beta-arrestin-1 | HIV peptide binding | GPR55 activation | AID2073 | KOR beta-arrestin-2 | SIAH1 antagonists | GPR55 antagonists | NOD1 inhibition | GPR35 antagonists
Cc1cccc(-n2cc(CNCCc3nc(C)cc(C)n3)c(-c3cccc(F)c3)n2)c1 | 0.3% | -0.9% | 0.3% | -6% | -9% | 0% | 2% | 1% | -8%
O=C(c1cccc([N+](=O)[O-])c1)N1CCCN(C(=O)c2cccc([N+](=O)[O-])c2)CC1 | 2.9% | 0.0% | -0.1% | -3% | -49% | -3% | -9% | -12% | 6%
O=C(Nc1ccc(F)cc1F)NC1CC(=O)N(Cc2ccccc2)C1 (configuration not stated) | -3.4% | 1.4% | 0.2% | -3% | 45% | 5% | 1% | -39% | 6%
Cc1cccc(C)c1OCC(=O)N/N=C/c1cccn1C | 7.0% | 1.3% | 0.5% | 12% | -6% | 23% | 8% | -31% | -8%
Cc1occc1C(=O)Nc1ccc2c(c1)OCCO2 | 6.1% | -2.1% | 0.2% | -3% | -28% | -3% | 27% | -15% | -5%
Cc1ccc(C)c(Nc2nc(N)c3ccccc3n2)c1 | -3.5% | -1.7% | -0.1% | 10% | 1% | 4% | 22% | -26% | -1%
CCOC(=O)Cn1c(=O)oc2cc(S(=O)(=O)N(C)Cc3ccccc3)ccc21 | 0.5% | 0.5% | -0.2% | 0% | 6% | -4% | 8% | -1% | 16%
Cc1cccn2c(=O)c3cc(C(=O)NCC4CCCO4)c(=N)n(Cc4ccc(F)cc4)c3nc12 (configuration not stated) | 0.9% | -1.3% | -0.2% | 17% | 26% | 5% | 19% | -15% | -9%
Cc1ccc(S(=O)(=O)N2CCCC2C(=O)Nc2nc3c(s2)CCCC3)cc1 (configuration not stated) | -1.1% | 2.5% | -0.3% | 2% | 11% | 0% | 5% | -15% | -13%
COc1ccccc1CN1CCN(Cc2ccc3ccccc3c2)CC1 | -0.4% | -0.2% | -0.1% | 16% | -8% | 4% | 8% | 3% | 18%
S=C(c1ccc(-c2ccc(Br)cc2)o1)N1CCOCC1 | -1.1% | 0.5% | -0.1% | -6% | 3% | 6% | -4% | -6% | 9%
Cc1ccc(N(CC(O)CN2CCCCC2)S(=O)(=O)c2ccccc2)cc1 (configuration not stated) | 7.4% | -2.2% | 0.3% | 11% | 12% | -3% | 4% | -22% | 15%
O=C(CSc1nnc(-c2ccncc2)o1)Nc1ccccc1C(F)(F)F | -2.0% | -1.1% | 0.2% | 2% | -6% | -6% | -10% | -4% | 8%
CCN(CC(=O)NCc1ccc(Cl)cc1)C(=O)c1cc(S(=O)(=O)NCc2ccccc2)ccc1C | 3.0% | 0.9% | -0.1% | 10% | -3% | -7% | -13% | 6% | -4%
Cc1nccn1Cc1ccccc1 | -1.4% | -0.2% | -0.1% | 20% | -12%[20 µM] | -1% | -4% | -14% | -6%
C=CCn1c(=S)[nH]c2ccc(Br)cc2c1=O | 2.9% | 1.0% | -0.1% | -29% | -3% | -3% | -3% | -10% | -3%
CCCS(=O)(=O)c1c(S(=O)(=O)CCC)c2c3ccccc3ccn2c1C(=O)OC | -4.2% | 0.6% | -0.4% | 3% | -38% | 5% | 0% | -28% | 8%
Cc1ccc2nc(N3C(=O)C(O)=C(C(=O)c4ccco4)C3c3ccc(O)cc3)sc2c1 (configuration not stated) | 2.8% | 49% | 0.0% | -22% | -6% | -7% | 6% | 4% | 11%
COc1cccc(NC(=O)C2CCCCC2)c1 | -2.3% | -0.5% | 0.2% | -1% | -29% | -2% | 4% | -24% | 7%
CCn1cc(C(=O)N2CCN(c3ccccn3)CC2)c2cc(OC)c(OC)cc2c1=O | 1.3% | 3.3% | 0.2% | 3% | -7% | -3% | -1% | -6% | -12%
Nc1ccccc1-c1nnn(CC(=O)Nc2ccc3c(c2)OCCO3)n1 | -5.4% | -0.8% | 0.6% | 6% | -16% | 3% | -8% | -13% | -1%
CCN(CC)C(=O)c1cn(CCC#N)nc1-c1ccc2c(c1)OCCO2 | -4.8% | 2.4% | -0.4% | ? | 10% | 6% | -1% | -20% | 15%
Cc1cccc(N2CCN(C(=O)C3CCN(S(=O)(=O)N4CCOCC4)CC3)CC2)c1C | 3.7% | 0.8% | 0.6% | -18% | -22% | -1% | 6% | -2% | 11%
Cc1ccc(C)c(N2CCN(CC3CC=CCC3)CC2)c1 (configuration not stated) | 0.7% | -1.6% | 0.3% | -6% | 10% | 2% | 22% | -6% | 13%
Cc1c(/C=C/C(=O)c2ccccc2)cnn1C | -2.1% | -1.5% | -0.1% | 22% | 12% | -5% | / | 3% | 6%
COc1ccc(-c2noc(CN(C)Cc3ccccc3)n2)cc1 | -2.4% | -1.9% | -0.4% | 3% | -20%[20 µM] | 5% | -3% | -16% | -11%
CCOC(=O)c1c(C)[nH]c(C(=O)CSc2nc3ccccc3o2)c1C | -0.8% | 0.8% | -0.2% | 6% | 1% | -3% | 2% | -10% | 7%
Cc1c(N(C(=O)c2cc(=O)[nH]c3ccccc23)C(C)C)c(=O)n(-c2ccccc2)n1C | -1.7% | 2.3% | 0.1% | -5% | 36% | -1% | 3% | 2% | -13%
CCN(CC)CCn1c2ccccc2c2cnc(N=CN(C)C)c(C#N)c21 | 5.3% | -4.3% | -0.2% | 5% | -24% | -2% | 9% | -15% | 0%
CCN(CC)C(=O)CSc1nc(O)cc(=O)n1C | 0.5% | -1.2% | -0.1% | -2% | 37% | 4% | 10% | -8% | -4%
COc1ccc(C2CC(c3ccc(OC)c(OC)c3)=NN2S(C)(=O)=O)cc1 (configuration not stated) | 2.0% | 0.7% | -0.1% | -2% | 2% | -9% | -2% | -4% | 6%
COc1cccc(C2CC(C(F)(F)F)n3ncc(C(=O)Nc4c(C)n(C)n(-c5ccccc5)c4=O)c3N2)c1 (configuration not stated) | -3.3% | 1.2% | 0.2% | -1% | -24% | 12% | 16% | -10% | -13%
Cc1ccccc1CN(c1ccc(C(=O)NCc2ccccn2)cc1)S(C)(=O)=O | 0.1% | 0.9% | -0.1% | -3% | -50%[20 µM] | 1% | -3% | -10% | -9%
C=CC[N+]1(CC=C)CCOCC1 | -0.3% | -1.5% | 0.2% | -2% | 5% | -5% | 1% | -35% | 20%
CC(C)(C)NC(=O)NC(=O)COC(=O)Cc1c(Cl)cccc1Cl | -4.0% | -0.7% | -0.4% | 16% | -18% | 8% | 5% | -12% | -14%
COC(=O)C1Cc2c([nH]c3ccccc23)CN1C(C)=O (configuration not stated) | -4.7% | -0.6% | 0.2% | 10% | 4% | 1% | 0% | -10% | -22%
Cc1cccc(Cc2ccc(Cl)nn2)c1 | 0.4% | -1.2% | 0.0% | -3% | -22% | 0% | 13% | -48% | -1%
CCCC(=O)Nc1nnc(S(=O)(=O)N2CCCC2)s1 | -0.4% | 1.7% | -0.1% | -7% | -22%[20 µM] | 0% | 20% | -16% | -8%
CC(=O)c1cccc(NC(=O)CCNC(=O)c2cccc(C)c2)c1 | -0.7% | -1.8% | 0.1% | 7% | -22% | 0% | -2% | 6% | -7%
Cc1cccc(C)c1N1C(=O)C2ON(c3ccccc3)C(c3ccncc3)C2C1=O (configuration not stated) | -1.1% | -0.9% | 2.5% | 2% | -44% | -2% | -5% | 2% | -5%
CCOC(=O)c1sc(NC(=O)c2cc3c(s2)CCC(C)C3)nc1C (configuration not stated) | 8.9% | 79% | -0.2% | 14% | -13% | -5% | 0% | -17% | 8%
CCCCC1=CC2=C(c3ccco3)C(=O)C(C)(OC(=O)c3ccc(OC)cc3)C(=O)C2=CN1C1CC1 (configuration not stated) | -0.3% | 32% | -0.1% | 10% | 13% | 2% | 3% | 1% | -6%
Cc1ccc(C(=O)c2cn(-c3ccc(F)c(Cl)c3)nn2)cc1 | -2.7% | 1.2% | 0.0% | 9% | 9% | 1% | 1% | -15% | -3%
Cc1ccc(N2CC(C(=O)Nc3nnc(SCCC4OCCO4)s3)CC2=O)cc1 (configuration not stated) | -1.2% | -1.0% | -0.1% | 30% | 2% | 16% | 4% | -6% | -4%
O=C(CN1C(=O)C2CCCCC2C1=O)Nc1ccccc1C(=O)O (configuration not stated) | 0.4% | 3.3% | -0.1% | 7% | -39% | 1% | 7% | -9% | 9%
COC(=O)c1ccc(C(=O)OC)c(NC(=O)CN2CCCCC2)c1 | -1.0% | 0.7% | -0.4% | -8% | -21% | 4% | 6% | -20% | 4%
CCOC(=O)N/N=C\c1cccc(OC)c1OC/C=C/c1ccccc1 | -2.8% | -1.0% | -0.1% | 5% | 12% | -1% | 6% | -10% | 11%
C/C(CC(=O)Nc1cccc(C(F)(F)F)c1)=N/NC(=O)C(=O)NCCO | -7.9% | 0.9% | 0.2% | -4% | 18% | 4% | 6% | 0% | -9%
O=S(=O)(c1ccc(F)cc1)n1ccc(-c2cnc(-c3ccccc3)s2)n1 | 2.0% | 1.8% | -0.1% | 3% | -8% | 2% | 22% | 13% | 1%
CC(C)NC(=O)CCNS(=O)(=O)c1ccc(Br)cc1 | -0.6% | 5.6% | -0.2% | 12% | -10% | 2% | 17% | -20% | -3%
O=C(Nc1ccc(S(=O)(=O)Nc2ncccn2)cc1)c1ccc(S(=O)(=O)N2CCCC2)cc1 | -3.6% | -0.4% | 0.1% | 5% | 34% | 0% | 15% | 18% | -10%
CCOC(=O)Cc1csc(NC(=O)CSc2nnc(C(C)C)n2CC)n1 | 4.2% | 0.0% | -0.3% | 2% | -32% | 8% | -4% | -18% | 4%
CCN(CC)S(=O)(=O)c1cnccc1N1CCN(c2cccc(Cl)c2)CC1 | 3.4% | -2.0% | 1.1% | 5% | -27% | 5% | 10% | -28% | -1%
N=C1c2ccccc2CN1c1ccc(N2CCOCC2)c(S(=O)(=O)Nc2ccc(Cl)cc2)c1 | 5.7% | 0.4% | -0.2% | 1% | -34% | -4% | -4% | -18% | -10%
CC(C)Nc1ccc(C(CC(N)=O)NC(=O)c2ccccc2)cc1[N+](=O)[O-] (configuration not stated) | 0.7% | 1.4% | 0.2% | 0% | -9%[20 µM] | -2% | 5% | -7% | 10%
CCCC1CC(CSC(=N)N)OC1=O (configuration not stated) | -8.3% | 0.9% | -0.1% | -8% | -2% | 2% | 4% | -10% | -5%
COc1cc2[nH]c(=S)n(C3CC3)c(=O)c2cc1OC | 2.3% | -1.6% | -0.1% | -29% | 7% | 5% | 18% | -22% | -4%

# A portion of the library, so the mix of outcomes need not match the whole.
